# Source: PubChem BioAssay (several laboratories)
# RmlCD inh 1536: M. tuberculosis RmlC/RmlD inhibition. P9WH09+P9WH11. RmlC+RmlD coupled enzyme assay, percent inhibition; primary screen in compound mixtures. inhibition, % at 3.6 µM. hit rate 0.03% among 160,000. AID 1533; in the data active = inhibition mostly above about 34%, no sharp cut-off; inconclusive = no clear call, values can overlap the other calls; inactive = mostly below about 22%; also: some results filed as inactive read as strong as hits
# Target sequence (P9WH09 whole entry, looked up): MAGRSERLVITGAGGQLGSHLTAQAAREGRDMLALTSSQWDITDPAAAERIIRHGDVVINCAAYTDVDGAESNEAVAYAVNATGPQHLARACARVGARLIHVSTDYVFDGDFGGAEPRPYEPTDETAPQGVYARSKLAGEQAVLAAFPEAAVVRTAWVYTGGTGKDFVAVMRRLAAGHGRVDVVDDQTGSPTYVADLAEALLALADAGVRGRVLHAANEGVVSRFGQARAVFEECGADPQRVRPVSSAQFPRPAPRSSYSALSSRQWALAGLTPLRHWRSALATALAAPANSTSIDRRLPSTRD
# Target sequence (P9WH11 whole entry, looked up): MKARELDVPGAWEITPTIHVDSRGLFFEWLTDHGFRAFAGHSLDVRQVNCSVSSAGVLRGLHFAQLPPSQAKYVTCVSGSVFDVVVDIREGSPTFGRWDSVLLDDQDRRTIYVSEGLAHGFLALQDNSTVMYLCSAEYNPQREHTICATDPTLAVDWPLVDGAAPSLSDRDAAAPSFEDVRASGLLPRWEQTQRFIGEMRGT
# GlmU inhibition: inhibition of mycobacterial GlmU enzyme – biochemical, glucosamine-1-phosphate acetyltransferase (AID 1376); inhibition, %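 (tested at 30 µM in the primary screen)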; hits with a dose series show IC50 in µM; M. tuberculosis GlmU acetyltransferase enzyme assay; higher % means a stronger effect; hit rate 0.25% among 220,000; in the data active = inhibition above about 13%; inconclusive = no clear call, values can overlap the other calls;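 also: 0% = complete reaction with vehicle and 100% = reaction without substrate; strong numbers were not always called active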
# Starred values were filed as active, the others as inactive; ? = inconclusive; . = no result given.
SMILES,RmlCD inh 1536,GlmU inhibition
c1ccc(OCCCCn2cnc3ccccc32)cc1,.,0.5%
Cc1ccc(OCC(=O)Nc2ccc(F)cc2)cc1,9,6.0%
CCOc1ccccc1Nc1nc(N)nc(CSc2nncn2C)n1,-6,-3.4%
COCCCNC(=O)/C(=C\c1cccn1C)NC(=O)c1cccs1,12,-2.1%
S=C(NCc1ccccc1)N1CCN(C2CCCCC2)CC1,.,3.5%
Nc1c(C(=O)O)nnn1Cc1ccccc1,1,-0.1%
C[C@@H](CN1C2=NC[C@H](Cc3ccccc3)N2C[C@H]1Cc1ccc(O)cc1)NC(=O)CCC1CCCCC1,.,-13%
CCN(CC)S(=O)(=O)c1cc([N+](=O)[O-])ccc1NNC(=O)Nc1ccccc1,4,-1.5%
CCN(C(=O)COC(=O)/C=C/c1c(C)nn(-c2ccccc2)c1C)C1CCS(=O)(=O)C1 (stereo not given),.,-2.5%
Cc1nn(C(C)C(=O)N2CCCCC2)c(=O)c2c1sc1ccccc12 (stereo not given),-7,.
Cc1ccccc1C(=O)NC1CCN(Cc2ccccc2)CC1,-40,-2.0%
COc1ccc(-c2[nH]ncc2CN2CCN(C(=O)c3ccco3)CC2)cc1F,.,-1.0%
COc1cccc(NC(=O)Nc2ccccc2C(N)=O)c1,6,2.3%
COC(=O)c1ccc(CSc2nnc(NC(C)C)s2)o1,-7,1.3%
O=C(c1cccc(S(=O)(=O)N2CCOCC2)c1)N(Cc1ccc(F)cc1)Cc1ccco1,-8,1.3%
CCC1CCCCN1C(=O)CSc1nnc(-c2ccc3c(c2)OCCO3)o1 (stereo not given),-17,-0.7%
O=C(CN1CCc2ccccc2C1)NCc1ccco1,.,4.5%
O=C(COC(=O)c1ccccn1)NCCCc1ccccc1,-3,-1.9%
COc1ccc(CCNC(=O)CSC(=O)c2ccccc2)cc1OC,-13,0.0%
CCc1ccc(/C=C\C(=O)N2CCc3ccccc3C2)cc1,5,.
CNC(=O)c1ccc(-c2ccc(OC)cc2)s1,4,-4.2%
C/C(=N\N1CCCCCC1)c1c(O)n(-c2ccccc2)c(=O)[nH]c1=O,-12,3.8%
O=C(CCn1c(=O)[nH]c2ccsc2c1=O)N1CCN(c2cccc(Cl)c2)CC1,.,4.8%
O=C(NCCc1ccc(Cl)cc1)C1CCN(S(=O)(=O)c2ccc(-n3cnnn3)cc2)CC1,.,2.7%
O=C(CN1C(=O)c2ccccc2S1(=O)=O)NC(Nc1ccccc1F)C(Cl)(Cl)Cl (stereo not given),.,-4.7%
Cc1cc(-n2cnnn2)ccc1C(C)C,-5,-7.5%
O=C(O)CC12CC3CC(C1)CC(n1ncc(NCc4ccccc4Cl)c(Cl)c1=O)(C3)C2,8,5.3%
c1ccc(Oc2cc(-n3cccn3)ncn2)cc1,?,2.8%
CCOC(=O)C1=C(C)N=c2s/c(=C\c3ccc(OC(C)=O)c(OCC)c3)c(=O)n2C1/C=C/c1ccccc1 (stereo not given),-4,2.4%
Cc1cc(NC(=O)COc2cccc(Oc3ccccc3)c2)no1,-9,4.9%
COc1ccccc1CN(C)CC(=O)NC1CCCc2ccccc21 (stereo not given),.,-4.4%
CC(=O)c1nc(-c2ccccc2)sc1C,12,8.4%
CCOC(=O)N1CCC(N2C(=O)c3ccccc3C2Nc2cc(C)cc(C)c2)CC1 (stereo not given),-8,9.5%
C/C(=N\NC(=S)Nc1ccc(C)c(C)c1)c1ccc(N2CCOCC2)cc1,3,0.6%
O=C1NCCCC1C(=O)N1CCN(C(=O)c2ccco2)CC1 (stereo not given),.,1.0%
CNC(C)C#Cc1ccc2c(=O)c3cc(C)c(C)cc3oc2c1 (stereo not given),.,-1.2%
COc1ccc(C(C)=O)cc1CN1C(=O)NC2(CCCC2)C1=O,9,1.8%
Cn1c(O)c(/C=N/N2CCOCC2)c(=O)[nH]c1=S,-9,2.1%
CCCN1CCCc2ccccc21,.,4.3%
COc1ccc2oc(/C=C/N(C)C)c(C(=O)c3ccc(Cl)cc3)c2c1,10,-2.2%
N#Cc1ccc(CSc2nnc(Cc3cccs3)n2Cc2ccco2)cc1,7,4.5%
COc1ccccc1-c1nnc2sc(-c3ccc(N(C)C)cc3)nn12,-7,-4.0%
COc1ccc2occ(C(C)=O)c2c1,.,-1.0%
COc1ccc(C2=NOC(C(=O)Nc3cc(C)nn3-c3ccccc3)C2)cc1OC (stereo not given),99,-4.4%
CC(=O)c1cc2c(cc1NS(=O)(=O)c1ccc(F)cc1)OCO2,.,0.7%
Cc1sc2ncn(CC(=O)OC(C)C)c(=O)c2c1C,.,1.6%
COC(=O)NC(NC(=S)Nc1ccc([N+](=O)[O-])cc1)C(Cl)(Cl)Cl (stereo not given),.,-9.6%
CCCNc1sc(S(=O)(=O)CCC)nc1S(=O)(=O)c1ccc(C)cc1,9,-0.9%
CCn1cc(C(=O)NCCCOC)c2cc(OC)c(OC)cc2c1=O,4,-5.1%
CC(Nc1ccc(F)cc1F)C(=O)NC(=O)NC1CCCCC1 (stereo not given),-11,-3.1%
NC(=O)c1nn(-c2ccc(Oc3ccccc3)cc2)c(=O)cc1O,.,-2.1%
CCOc1ccc(S(=O)(=O)N2c3ccccc3CC2C)cc1 (stereo not given),5,-6.2%
CC(=O)N(CCO)Cc1cc2cc(C)cc(C)c2[nH]c1=O,.,-1.3%
O=[N+]([O-])c1cc(C(F)(F)F)ccc1N1CCN(S(=O)(=O)c2ccc3ccccc3c2)CC1,.,-0.3%
COc1ccc2c(Cl)c(C(=O)NCC3CCCO3)sc2c1Cl (stereo not given),3,5.6%
Cc1c(Cl)ccc2c(C(=O)O)cc(-c3ccccc3)nc12,1,5.9%
CN1CCN(c2ccc([N+](=O)[O-])c(N/N=C3\CN4CCC3CC4)c2)CC1,12,3.7%
O=C1C(=O)N(CCN2CCOCC2)C(c2ccccn2)/C1=C(/O)c1ccc(Cl)cc1 (stereo not given),.,-0.5%
Cc1nonc1OCCNc1ccc([N+](=O)[O-])cc1[N+](=O)[O-],.,-0.6%
Cc1ccc(S(=O)(=O)N(CC(=O)N/N=C/c2ccccc2C(=O)O)c2cc(Cl)cc(Cl)c2)cc1,-19,1.2%

# Continued:
SMILES,RmlCD inh 1536,GlmU inhibition
Cc1cc(C)c2nc(N3CCC(C(=O)NCc4cccnc4)CC3)sc2c1,13,-6.8%
CCCN1CC(O)=C(C#N)C1=O,3,-4.8%
CCc1ccc(-c2cc(C(=O)NCc3ccco3)c3ccccc3n2)s1,-13,.
CCc1ccc(C(=O)NNc2ccc(F)cc2)cc1,.,9.9%
CC(=O)N/N=C(\C)CC(=O)Nc1cccc(C(F)(F)F)c1,5,4.3%
Cc1ccc(/C=C2\Sc3ccccc3C2=O)s1,-2,2.3%
O=C(COC(=O)/C=C/c1ccccc1[N+](=O)[O-])NC1CC1,7,8.1%
CCSc1nc(N2CCOCC2)c2c(c1C#N)CCCC2,.,1.7%
COc1ccc(/C=C/C(=O)Nc2ccccc2)cc1OC,-2,2.3%
Cc1ccc(C)c(NC(=O)C2CC3c4ccccc4C2c2ccccc23)c1 (stereo not given),.,-0.5%
Clc1ccc2scc(CN3CCCCC3)c2c1,2,4.7%
O=C(NC1CCCCCC1)C1c2ccccc2C(=O)N1Cc1ccco1 (stereo not given),12,-1.6%
CC(C)CCC(C(=O)O)C(C)CC(=O)NC1CCCCC1 (stereo not given),.,-0.7%
O=C(NNC1CC(c2ccccc2)=NN1C(=O)c1ccccc1)c1ccccc1 (stereo not given),-9,-0.9%
Cc1cc(C)n(CCn2nc(C)cc2C)n1,.,-6.2%
O=C(O)CCCC(=O)Nc1cccc(-c2nc3ccccc3[nH]2)c1,-7,6.9%
CN(C)CCCNC(=S)Nc1ccc(Br)cc1,5,-0.3%
C#CCOCCOCCOCCNc1nc(N2CCOCC2)nc(N2CCN(C(=O)[C@H]([C@@H](C)CC)n3cc(CCCCN)nn3)CC2)n1,.,-5.1%
O=[N+]([O-])c1ccc(-n2cccc2/C=N/Nc2nc(N3CCCCC3)nc(N3CCCCC3)n2)cc1,-6,7.3%
NNC(=O)CSc1ncc(-c2ccccc2)[nH]1,53,2.3%
O=C(Cn1cc(C(F)(F)F)ccc1=O)N/N=C/c1ccccc1,9,-2.6%
CC(C)(C)NC(=O)c1ccc(COCC(F)(F)F)o1,.,0.3%
CC(C)c1ccc(C2=NN(c3ccccc3)C(=O)CC2)cc1,8,1.1%
CCc1nc2cc3sc(CC)nc3cc2s1,2,2.2%

# A second format for part of the listing above:
# Results follow in this order: RmlCD inh 1536, GlmU inhibition
> CC(C)c1ccc(C2=NN(c3ccccc3)C(=O)CC2)cc1
  8, 1.1%
> O=[N+]([O-])c1ccc(-n2cccc2/C=N/Nc2nc(N3CCCCC3)nc(N3CCCCC3)n2)cc1
  -6, 7.3%

# (list continues)
SMILES,RmlCD inh 1536,GlmU inhibition
CC(=O)N/C(=C/c1ccc(Cl)cc1)C(=O)NCCc1c[nH]c2ccccc12,16,.
Cc1nc2sccn2c1-c1csc(NCc2ccccc2)n1,-3,2.0%
c1cnc(N2CCNCC2)nc1,3,2.4%
CCCCC(=O)Nc1ccc(NC(=O)C(C)C)cn1,.,-0.7%
Cc1ccc(Cn2c(C(CO)Nc3nc(-c4ccc(F)cc4)cs3)nc3ccccc32)cc1 (stereo not given),.,-4.8%
CN(C)c1ccc(C(=O)NCC2CCCO2)cc1 (stereo not given),.,5.5%
Cc1ccc(NCC(=O)Nc2c(C)n(C)n(-c3ccccc3)c2=O)cc1S(=O)(=O)N(C)C,10,-2.6%
COc1ccc(-c2csc(NC(=O)COC(=O)c3ccc(Br)o3)n2)cc1,-10,0.6%
COC(=O)CSc1nnc(CNc2ccc(OC)cc2)n1C,-10,-2.8%
C/C(=N\NC(=O)c1ccccc1)c1ccccc1Br,-7,3.1%
CCN(CC)S(=O)(=O)c1ccc(S(=O)(=O)Nc2ccc(C(=O)N3CCCC3)cc2)cc1,.,-4.5%
Nc1nnc(-c2ccc(F)cc2)s1,10,-0.6%
CCn1cnc2cc(NCc3ccc(OC)cc3)ccc21,.,-1.2%
COc1cc2c(cc1OC)-c1cc(OCc3cccnc3)nc(=O)n1CC2,-4,0.9%
CC1=C(C#N)C(c2cccnc2)C2=C(CCCC2=O)N1 (stereo not given),-13,-4.8%
O=C(CSc1ccc2nnc(-c3cccc(F)c3)n2n1)NCC1CCCO1 (stereo not given),-3,1.8%
CS(=O)(=O)c1ccc(C(=O)OCc2nnc(-c3ccccc3)o2)cc1[N+](=O)[O-],-4,-4.8%
CSc1sc(C(=O)O)c(C)c1C(C)=O,-8,3.9%
CCCN(CCC)CCCNC(=O)c1cn(CC)c2ccc(S(=O)(=O)N3CCc4ccccc4C3)cc2c1=O,2,-8.3%
CN(C)c1ccc(/C=N/NC(=S)NCc2ccccc2)cc1,.,-4.8%
COc1ccccc1-n1c(SCC(=O)NC(C)(C)C)nc(O)c(Cc2ccccc2)c1=O,.,0.5%
CCS(=O)(=O)NCC(c1cccnc1)N1CCN(c2ccccc2F)CC1 (stereo not given),-3,-0.2%
O=C(O)Cn1c(CC(=O)N2CCCC2)nc2ccccc21,-1,4.6%
OC(CNc1ccccc1)Cn1ccc2ccccc21 (stereo not given),-8,-3.3%

# An excerpt from above in order of molecular weight, low to high:
SMILES,RmlCD inh 1536,GlmU inhibition
CSc1sc(C(=O)O)c(C)c1C(C)=O,-8,3.9%
CCCCC(=O)Nc1ccc(NC(=O)C(C)C)cn1,.,-0.7%
Cc1sc2ncn(CC(=O)OC(C)C)c(=O)c2c1C,.,1.6%
CC(=O)N(CCO)Cc1cc2cc(C)cc(C)c2[nH]c1=O,.,-1.3%
CC(C)c1ccc(C2=NN(c3ccccc3)C(=O)CC2)cc1,8,1.1%
CNC(C)C#Cc1ccc2c(=O)c3cc(C)c(C)cc3oc2c1 (stereo not given),.,-1.2%
Cc1nonc1OCCNc1ccc([N+](=O)[O-])cc1[N+](=O)[O-],.,-0.6%
CC(Nc1ccc(F)cc1F)C(=O)NC(=O)NC1CCCCC1 (stereo not given),-11,-3.1%
COCCCNC(=O)/C(=C\c1cccn1C)NC(=O)c1cccs1,12,-2.1%
COc1ccccc1-c1nnc2sc(-c3ccc(N(C)C)cc3)nn12,-7,-4.0%
CN1CCN(c2ccc([N+](=O)[O-])c(N/N=C3\CN4CCC3CC4)c2)CC1,12,3.7%
COc1ccc(CCNC(=O)CSC(=O)c2ccccc2)cc1OC,-13,0.0%
O=C(NNC1CC(c2ccccc2)=NN1C(=O)c1ccccc1)c1ccccc1 (stereo not given),-9,-0.9%
COc1ccc(C2=NOC(C(=O)Nc3cc(C)nn3-c3ccccc3)C2)cc1OC (stereo not given),99,-4.4%
C[C@@H](CN1C2=NC[C@H](Cc3ccccc3)N2C[C@H]1Cc1ccc(O)cc1)NC(=O)CCC1CCCCC1,.,-13%
CCOC(=O)C1=C(C)N=c2s/c(=C\c3ccc(OC(C)=O)c(OCC)c3)c(=O)n2C1/C=C/c1ccccc1 (stereo not given),-4,2.4%
C#CCOCCOCCOCCNc1nc(N2CCOCC2)nc(N2CCN(C(=O)[C@H]([C@@H](C)CC)n3cc(CCCCN)nn3)CC2)n1,.,-5.1%

# Next entries
SMILES,RmlCD inh 1536,GlmU inhibition
Cc1ccsc1/C=C(\C(=O)c1ccc(OC(C)C)cc1)c1nc2ccccc2o1,.,2.5%
CCO[C@H]1OC(C(=O)N2CCOCC2)=C[C@@H](c2ccc(Br)cc2)[C@@H]1CCCO,.,-2.4%
CCC(=O)C1CCCN(C(=O)c2ccc(OC3CCN(C(=O)c4cccnc4)CC3)cc2)C1 (stereo not given),5,1.3%
COC(=O)C1=C(COc2ccc(C=O)cc2OC)NC(=O)NC1c1cc(C)ccc1C (stereo not given),4,-3.6%
COc1ccc(CNC(=O)CN(Cc2ccc(Cl)cc2)S(C)(=O)=O)cc1,-11,1.2%
CCOc1ccc(Nc2oc(-c3ccccc3Cl)nc2C#N)cc1,.,2.6%
Cc1cc(C)cc(N2C(=O)N(c3ccccc3C)C3CS(=O)(=O)CC32)c1 (stereo not given),.,2.1%

# Not all compounds are listed; count on the stated rates, not on these rows.
